# From PubChem BioAssay
# CHT allo act – human CHT allosteric activation; B-score at 10 µM; CHT-expressing cells, membrane potential dye, choline EC20; stronger effect = higher value; LV-AA mutant CHT in HEK293 cells; Q9GZV3; 310,000 tested, 0.49% active;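 active = initial fluorescence not abnormally high and integrated response B-score, plate-corrected, over 3 SD above library mean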
# Target sequence (Q9GZV3 whole entry, looked up): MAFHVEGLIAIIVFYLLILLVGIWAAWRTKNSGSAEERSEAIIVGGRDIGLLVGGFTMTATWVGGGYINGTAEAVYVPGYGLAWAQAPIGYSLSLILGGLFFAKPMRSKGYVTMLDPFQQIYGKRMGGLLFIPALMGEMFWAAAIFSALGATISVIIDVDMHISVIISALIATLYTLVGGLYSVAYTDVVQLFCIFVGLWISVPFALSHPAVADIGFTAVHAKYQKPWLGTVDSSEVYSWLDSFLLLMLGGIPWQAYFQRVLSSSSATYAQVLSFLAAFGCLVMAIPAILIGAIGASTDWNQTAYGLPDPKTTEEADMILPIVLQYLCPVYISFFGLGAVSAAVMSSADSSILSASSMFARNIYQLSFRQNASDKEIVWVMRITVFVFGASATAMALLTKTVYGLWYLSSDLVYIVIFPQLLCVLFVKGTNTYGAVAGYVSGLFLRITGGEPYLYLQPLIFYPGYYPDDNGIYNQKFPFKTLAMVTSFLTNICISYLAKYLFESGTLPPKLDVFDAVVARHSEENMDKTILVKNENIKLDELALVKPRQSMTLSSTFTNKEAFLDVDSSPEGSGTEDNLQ
# OX1R antag – human HCRTR1 antagonism. CHO/OX1R cells, Fluo-8 calcium fluorescence, orexin A. inhibition, % at 5 µM. 330,000 tested, 0.43% active. O43613;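 active = inhibition above its plate's threshold, mean inhibition of all tested compounds on the plate plus 3 SD, cut at about 37% in these data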;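 note: 0% = orexin A challenge wells and 100% = SB-334867-A antagonist wells; not every result past the cut was called active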
# Target sequence (O43613 whole entry, looked up): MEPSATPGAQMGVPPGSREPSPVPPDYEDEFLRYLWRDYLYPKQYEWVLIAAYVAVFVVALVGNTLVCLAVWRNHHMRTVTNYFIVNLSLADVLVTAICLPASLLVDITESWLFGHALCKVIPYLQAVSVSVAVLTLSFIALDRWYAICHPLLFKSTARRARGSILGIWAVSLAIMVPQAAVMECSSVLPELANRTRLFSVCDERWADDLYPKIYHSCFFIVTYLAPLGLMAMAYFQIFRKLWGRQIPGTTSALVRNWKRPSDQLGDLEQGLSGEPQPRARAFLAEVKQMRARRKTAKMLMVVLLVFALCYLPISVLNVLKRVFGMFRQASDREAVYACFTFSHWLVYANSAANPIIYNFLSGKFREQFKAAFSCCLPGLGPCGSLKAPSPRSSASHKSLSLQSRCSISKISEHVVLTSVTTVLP
# * = called active by the depositor; i = inactive; . = not tested or not shown. Not a hit list; overall some 0.83% were active at least once.
SMILES,CHT allo act,OX1R antag
Cc1cc(N2CC(C(=O)Nc3nccs3)CC2=O)ccc1C(C)C (configuration not stated),i,-17
COc1ccc(CN(C)CC(=O)Nc2ccccc2C(=O)NC2CC2)cc1,.,-13
COc1cc(C#Cc2c(C=O)n(C)c3ccccc23)cc(OC)c1,.,-5
CCc1cc(=O)[nH]c(SCC(=O)N2CCC(Cc3ccccc3)CC2)n1,i,-17
COCC(=O)NCc1nc2ccccc2n1Cc1ccccc1F,i,-13
COc1ccc(CC(NC(C)=O)C(=O)NC2CCN(c3nc(C)cc(C)c3C#N)CC2)cc1OC (configuration not stated),i,-12
CCN(C(=O)COC(=O)c1ccc([N+](=O)[O-])o1)C1CCCCC1,.,-5
COc1ccc(OC)c(S(=O)(=O)NC2CCCCNC2=O)c1 (configuration not stated),i,4
CCn1cc(S(=O)(=O)NCCc2ccccc2OC)cn1,i,-9
CCOc1cc(C(=O)NCCOC)cc(OCC)c1OCC,i,2
O=C(NCC1CCCCC1)C1CCN(C(=O)NC2CCCCC2)CC1,i,-2
Cc1ccc(C(=O)CSc2ccc(-c3ccccc3)nn2)cc1,i,-17
COc1ccc(NC(=O)Nc2ccc(CC(=O)O)cc2)cc1,i,-18
Cc1ccc2c(CN3C(=O)NC(C)(c4ccc5c(c4)OCO5)C3=O)cc(=O)oc2c1 (configuration not stated),i,-10
CC(C)(C)[C@H]1COC(=O)[C@H](Cc2ccc(F)cc2)CC/C=C/C[C@@H](CC(=O)N[C@H](CO)Cc2ccccc2)C(=O)N1,.,-19
Cc1ccc(OCCn2cnc3ccccc3c2=O)c([N+](=O)[O-])c1,i,-8
Cc1ccc(S(=O)(=O)N2CCC(C(=O)NCCC3=CCCCC3)CC2)c(C)c1,i,-27
CC(=O)N1CC2(c3ccccc3)CN(C(C)=O)CC(c3ccccc3)(C1)C2=O,i,-17
O=C(c1ccc2c(c1)OCO2)C1CCCN(C2CCN(CCc3ccccc3)CC2)C1 (configuration not stated),i,-38
O=C(CN1C(=O)c2ccccc2S1(=O)=O)Nc1ccc(S(=O)(=O)N2CCCCC2)cc1,i,-9
Cn1cc(CN2CCCC(C(=O)c3ccc(-c4ccccc4)c(F)c3)C2)cn1 (configuration not stated),i,-29
CC(=O)NC1=NN(C(C)=O)C(c2ccc(C)cc2)S1 (configuration not stated),i,0
CC(=O)C1=C(O)C(=O)N(c2ccc(O)cc2)C1c1cccc([N+](=O)[O-])c1 (configuration not stated),i,8
O=C1CC(C(=O)Nc2ccc(Br)cc2)S/C(=N\N=C\c2ccco2)N1 (configuration not stated),i,-6
O=C(CNC(=O)c1cccc(F)c1)OCC(=O)N1CCCCC1,i,-1
O=C(c1ccccc1)c1cncc(Br)c1,i,-5
O=C(NCc1ccco1)c1ccc([N+](=O)[O-])o1,i,-8
Cn1c(C(=O)NCCOc2ccccc2Cl)cc(=O)n(C)c1=O,i,-4
CCn1c(SCC(=O)c2ccc(C)cc2)nnc1-c1ccoc1C,i,-30
O=C(OCC(=O)N1CCN(c2ccccc2)CC1)c1ccc([N+](=O)[O-])s1,.,-16
COCCCN1C(=O)C(O)=C(C(=O)c2ccco2)C1c1cccc(Br)c1 (configuration not stated),i,0
CCc1ccccc1NC(=O)CSc1nnc([C@@H]2CCCN2C(=O)OC(C)(C)C)o1,i,-19
CCN(CC(=O)NCc1cccs1)c1ccc(S(=O)(=O)N2CCOCC2)cn1,i,-26
CCn1cc(CCC(=O)NC(C)c2ccccc2)c2ccccc21 (configuration not stated),i,-14
Cc1cc(C)nc(Sc2ccc3nnc(C(F)(F)C(F)(F)C(F)(F)F)n3n2)n1,i,1
COC(=O)C[C@H]1c2cc(C(F)(F)F)ccc2S(=O)(=O)N1Cc1ccccc1OC,i,-21
CC(=O)N(C(C)=O)c1ccc2nc(C)[nH]c(=O)c2c1,i,-6
S=C(c1ccc(OCc2ccccc2)cc1)N1CCCC1,i,-7
O=C(Oc1cccc(Cl)c1)N1CCOCC1,i,-15
Cc1ccc(N(CC(=O)NCC2CCCO2)C(=O)CCC(=O)Nc2cc(C)on2)cc1 (configuration not stated),i,-2
CC(=O)C[C@@H](O)CC(=O)[C@@H]1OC(=O)[C@@H](C)CCCCc2ccccc21,.,-20
Cc1ccc(S(=O)(=O)CCSc2nc(C)cc(C(F)(F)F)c2C#N)cc1,i,-38
Cc1cc(C(=O)CN2C(=O)NC3(CCCCC3)C2=O)c(C)n1Cc1ccc2c(c1)OCO2,i,-18
CCOC(=O)N1CCN(C2CCCN(C(=O)c3cccc(Cl)c3)C2)CC1 (configuration not stated),i,-9
O=C(COC(=O)Cc1n[nH]c(=O)c2ccccc12)Nc1cccc(C(F)(F)F)c1,i,-5
COc1cc(/C=C/C(=O)OCC(=O)N2CCN(S(=O)(=O)c3ccc(C)cc3C)CC2)ccc1O,i,-28
COc1ccc(N2CCN(CC(=O)N3c4ccccc4CC3C)CC2)cc1 (configuration not stated),i,-14
NS(=O)(=O)c1ccc(NC(=O)/C=C/c2ccccc2[N+](=O)[O-])cc1,i,-13
CCc1cc(=O)oc2cc(OCC(=O)N3CCCc4ccccc43)ccc12,i,-14
O=C(O)COc1ccc(Br)cc1/C=N\Nc1ccccn1,i,7
Cc1cccc(C(=O)N2CCN(S(=O)(=O)c3ccc4c(c3)OCCCO4)CC2)c1[N+](=O)[O-],i,-16
CCCCn1c(NC(C)CC)nc2c1c(=O)[nH]c(=O)n2C (configuration not stated),i,-19
c1ccc(CCOn2ccnc2)cc1,i,6
O=C(N/N=C/c1ccco1)C1COc2ccccc2O1 (configuration not stated),i,-23
O=c1c(Br)c(N2CCCCC2)cnn1-c1ccccc1,i,-19
CC[C@@H](C)[C@@H](C(=O)N1CCNCC1)n1cc(CCC(=O)O)nn1,i,-7
CSCC(=O)N1CCCC(C(=O)c2cc(F)ccc2F)C1 (configuration not stated),i,-19
COc1cscc1C(N)=O,i,-2
Cc1cc(C(=O)NCc2ccc(S(N)(=O)=O)cc2)cs1,i,-8
Nc1cc(OCC(F)(F)F)cc(OCC(F)(F)F)c1,i,-18

# For reference, 23 of the compounds above:
SMILES,CHT allo act,OX1R antag
S=C(c1ccc(OCc2ccccc2)cc1)N1CCCC1,i,-7
O=C(Oc1cccc(Cl)c1)N1CCOCC1,i,-15
Cc1ccc(N(CC(=O)NCC2CCCO2)C(=O)CCC(=O)Nc2cc(C)on2)cc1 (configuration not stated),i,-2
CC(=O)C[C@@H](O)CC(=O)[C@@H]1OC(=O)[C@@H](C)CCCCc2ccccc21,.,-20
Cc1ccc(S(=O)(=O)CCSc2nc(C)cc(C(F)(F)F)c2C#N)cc1,i,-38
Cc1cc(C(=O)CN2C(=O)NC3(CCCCC3)C2=O)c(C)n1Cc1ccc2c(c1)OCO2,i,-18
CCOC(=O)N1CCN(C2CCCN(C(=O)c3cccc(Cl)c3)C2)CC1 (configuration not stated),i,-9
O=C(COC(=O)Cc1n[nH]c(=O)c2ccccc12)Nc1cccc(C(F)(F)F)c1,i,-5
COc1cc(/C=C/C(=O)OCC(=O)N2CCN(S(=O)(=O)c3ccc(C)cc3C)CC2)ccc1O,i,-28
COc1ccc(N2CCN(CC(=O)N3c4ccccc4CC3C)CC2)cc1 (configuration not stated),i,-14
NS(=O)(=O)c1ccc(NC(=O)/C=C/c2ccccc2[N+](=O)[O-])cc1,i,-13
CCc1cc(=O)oc2cc(OCC(=O)N3CCCc4ccccc43)ccc12,i,-14
O=C(O)COc1ccc(Br)cc1/C=N\Nc1ccccn1,i,7
Cc1cccc(C(=O)N2CCN(S(=O)(=O)c3ccc4c(c3)OCCCO4)CC2)c1[N+](=O)[O-],i,-16
CCCCn1c(NC(C)CC)nc2c1c(=O)[nH]c(=O)n2C (configuration not stated),i,-19
c1ccc(CCOn2ccnc2)cc1,i,6
O=C(N/N=C/c1ccco1)C1COc2ccccc2O1 (configuration not stated),i,-23
O=c1c(Br)c(N2CCCCC2)cnn1-c1ccccc1,i,-19
CC[C@@H](C)[C@@H](C(=O)N1CCNCC1)n1cc(CCC(=O)O)nn1,i,-7
CSCC(=O)N1CCCC(C(=O)c2cc(F)ccc2F)C1 (configuration not stated),i,-19
COc1cscc1C(N)=O,i,-2
Cc1cc(C(=O)NCc2ccc(S(N)(=O)=O)cc2)cs1,i,-8
Nc1cc(OCC(F)(F)F)cc(OCC(F)(F)F)c1,i,-18

# (more compounds)
SMILES,CHT allo act,OX1R antag
C/C(=N\NC(=O)c1nc2ccccn2c1C)c1cccc([N+](=O)[O-])c1,i,-15
COc1cc(/C=C/C(=O)OCc2csc(CC(=O)Nc3ccc(C)cc3)n2)ccc1OCC#N,.,25
[N-]=[N+]=N[C@@H](CCN1CC[C@H](NC(=O)OCc2ccccc2)CCC1=O)c1ccccc1,i,-14
COc1ccc(CCNC(=O)c2cc(C(=O)c3cc(Cl)ccc3O)cn(CCc3ccc(OC)cc3)c2=O)cc1,i,-27
CC(=O)Nc1ccc(C(=O)CSc2nccc(=O)[nH]2)cc1,i,2
Cc1noc(NS(=O)(=O)c2ccc(N/C=C\C(=O)c3cccc4ccccc34)cc2)c1C,i,-24
O=C(Nc1nnc(-c2ccccn2)o1)c1ccc(Br)cc1,i,-3
CCOC(=O)C(C(=O)Nc1ccccn1)C1CCCCC1 (configuration not stated),i,-13
O=C1CCCN1C(=O)CSc1ccc2ccccc2n1,.,-24
COc1ccc(Cc2nnc3sc(SCC(=O)Nc4ccccc4)nn3c2=O)cc1OC,i,-25
Cc1cc(NC(=O)CSc2ncnc3sc(C)c(C)c23)no1,i,-11
Cc1cc(CNC(=O)C2(C(F)(F)F)CC(CCCO)CCCO2)nn1C (configuration not stated),i,-11
O=C(NCCc1ccccc1)c1ccc(Br)o1,i,-9
Cc1ccc(NC(=O)CSc2nnc(C3CC3)n2C)cc1S(=O)(=O)N1CCCCC1,.,4
Nc1ccccc1SCCS(=O)(=O)c1ccc(Cl)cc1,i,-11
Cc1nn(Cc2ccccc2)c(C)c1NS(=O)(=O)c1ccccc1,i,-10
NC(=O)Cn1nnc(-c2ccc(C(F)(F)F)cc2)n1,i,-12
CCn1ncc(/C=C/C(=O)NCc2cn(C)nc2C)c1C,i,-32
Cc1ccccc1N1CC(O)(c2ccccc2)[N+]2=C1SCC2 (configuration not stated),i,-14
CCC(=O)Nc1nc(C)c(-c2csc(Nc3ccccn3)n2)s1,i,-29
O=C(OCC1CC(c2ccccc2)=NO1)c1ccc(Br)cc1 (configuration not stated),i,-9
CCCCOC1(c2ccccc2)NC(=S)NN=C1c1ccccc1 (configuration not stated),i,-12
CC(C)n1c(-c2ccco2)csc1=Nc1cccnc1,i,36
Brc1ccccc1C1Nc2cccc3cccc(c23)N1,i,-13
O=C(c1ccncc1)N1CCCC(N2CCN(c3cccc(C(F)(F)F)c3)CC2)C1 (configuration not stated),i,-15
CN(c1ccccc1)S(=O)(=O)c1ccc(C(=O)Nc2ncccc2O)cc1,i,-10
COc1cccc(NC(=O)CSc2ccc3nnc(-c4cccnc4)n3n2)c1,i,-2
Cc1sc2nc(CN3CCOCC3)nc(Cl)c2c1C,i,-10
COc1cc(C(=O)N2CCC(NC(=O)C(Cc3ccc(C)cc3)NC(C)=O)CC2)cc(OC)c1OC (configuration not stated),i,9
O=C1CCc2cc(S(=O)(=O)N3CCC(C(=O)NCc4ccccc4Cl)CC3)ccc2N1,i,-6
COc1ccc(N2CC(C(=O)N[C@H](C(=O)NC3CCCCC3)C(C)C)CC2=O)cc1 (some centres not stated),i,-26
Cc1ccc(CN2CCN(/N=C/c3cccnc3)CC2)c(C)c1,i,-16
O=C(O)C1C2CCC(C2)C1C(=O)NCc1ccco1 (configuration not stated),i,-7
Cc1cnc(C(=O)OCC(=O)N2c3ccccc3NC(=O)C2(C)C)cn1,i,-15
O=c1[nH][nH]c(-c2ccccc2O)c1C(C[N+](=O)[O-])c1ccccc1 (configuration not stated),i,0
Nc1cc(S(=O)(=O)N2CCOCC2)ccc1N1CCOCC1,.,0

# Copied from the list.
# OX1R antag result of NS(=O)(=O)c1ccc(NC(=O)/C=C/c2ccccc2[N+](=O)[O-])cc1 stands at -13
# OX1R antag result of COc1ccc(OC)c(S(=O)(=O)NC2CCCCNC2=O)c1 (configuration not stated) stands at 4

# Ordered by length of the SMILES (rising): part of the list above
SMILES,CHT allo act,OX1R antag
Cc1sc2nc(CN3CCOCC3)nc(Cl)c2c1C,i,-10
Nc1cc(S(=O)(=O)N2CCOCC2)ccc1N1CCOCC1,.,0
O=C(c1ccncc1)N1CCCC(N2CCN(c3cccc(C(F)(F)F)c3)CC2)C1 (configuration not stated),i,-15
